UPR CHOP act: activators of apoptotic arm of unfolded protein response (CHOP). CHO-CHOP luciferase reporter, UPR activation, luminescence; percent of tunicamycin response over DMSO baseline. activation, % at 10 µM. 0.34% of 330,000 active. AID 449763;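 active means at 10 µM dose, activation of 40% or more, normalized to positive control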;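 further: 100% = tunicamycin at 10 µg/mL and 0% = DMSO alone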
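System: CHO-CHOP luciferase reporter cell line | Buffer or medium: F12 medium containing 10% fetal bovine serum | Doses: One dose, 10 µM in 0.5% DMSO | Times: 6 h compound exposure at 37 °C after overnight seeding | Signal: Luciferase luminescence | Read-out: % activation vs tunicamycin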
APJ ag: APJ receptor agonism; AID 2520; CHO-K1 APJ PathHunter beta-arrestin, luminescence; 0% DMSO wells, 100% apelin; P35414; 0.11% of 330,000 active; activation, % at 20 µM;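 active means activation more than six SD over the plate average, tested at 20 µM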;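 further: 0% = DMSO alone and 100% = apelin-13 at 10 nM; some results filed as inactive read as strong as hits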
Target sequence (P35414 whole entry, looked up): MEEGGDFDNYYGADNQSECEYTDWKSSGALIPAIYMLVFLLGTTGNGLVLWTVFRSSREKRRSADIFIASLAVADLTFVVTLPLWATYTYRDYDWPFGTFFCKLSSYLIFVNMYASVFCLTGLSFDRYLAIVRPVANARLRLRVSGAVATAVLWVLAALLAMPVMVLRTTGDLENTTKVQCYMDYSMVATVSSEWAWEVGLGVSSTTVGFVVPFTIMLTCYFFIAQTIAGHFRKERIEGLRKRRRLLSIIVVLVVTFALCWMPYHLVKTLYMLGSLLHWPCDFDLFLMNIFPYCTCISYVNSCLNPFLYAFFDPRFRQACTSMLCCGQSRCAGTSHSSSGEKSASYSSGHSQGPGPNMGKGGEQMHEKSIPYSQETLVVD
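Test system: CHO-K1 APJ beta-arrestin complementation cell line. Amount: cell density 1000 per well. Controls: DMSO negative, 10 nM Apelin-13 positive. Signal: luminescent beta-gal fragment complementation, chemiluminescent substrate. Read-out basis: agonist-driven arrestin binding to APJ. Timing: compound stimulation 90 min at 25 °C, detection 60 min.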
XBP1 UPR activ: adaptive UPR (XBP1) activation | CHO-XBP1 luciferase reporter, IRE1-XBP1 UPR activation, luminescence; percent of tunicamycin response, DMSO as zero | activation, % at 20 µM | 0.33% of 330,000 active | AID 463104;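 active means versus positive control, 20 µM dose yields 30% or more activation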;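 further: 100% = tunicamycin at 10 µg/mL and 0% = DMSO only wells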
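Material: CHO cell line with stable XBP1 luciferase reporter; buffer or medium: F12 medium containing 10% fetal bovine serum; compound: single point, 20 µM final compound, 1% DMSO; incubation: 6 h treatment, 37 °C; measured by: glow luminescence from Steady-Glo reagent; evaluation: activation, % of tunicamycin; control set: tunicamycin high, DMSO low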
Mdm2-MdmX inh: human Mdm2/MdmX binding inhibition | inhibition, % at 8 µM | SaOS-2 split-luciferase Mdm2/MdmX complementation, luminescence | O15151+Q00987 | 3% of 330,000 active;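 active means inhibition of at least 50% at 8 µM in the primary screen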
APJ antag: blocks the human apelin receptor APJ; CHO-K1 APJ beta-arrestin complementation, luminescence; inhibition, % at 20 µM; 0.32% of 330,000 active;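 active means inhibition above about 40% at 20 µM, limit read from the data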;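 further: cells challenged with 10 nM apelin-13 agonist together with compound; plate controls were apelin-13 plus DMSO wells for no effect and DMSO wells lacking apelin-13 for full effect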
Jurkat NFkB inh: inhibitors of the PMA/ionomycin-induced NF-kB reporter in Jurkat cells; 0.53% of 330,000 active; PMA/ionomycin-induced NF-kB luciferase reporter, luminescence; inhibition, % at 4 µM; in the data active means inhibition above about 50%
697 NFkB inh: lowers PMA/ionomycin-induced NF-kB signal in 697 B cells; 697 B-cell NF-kB luciferase reporter, 16 h; 0.33% of 330,000 active; inhibition, % at 4 µM; AID 435022; in the data active means inhibition above about 35%
tim23-1 inh: growth inhibitors of tim23-1 mutant yeast; S. cerevisiae tim23-1 growth, BacTiter-Glo luminescence, 24 h; inhibition, % at 20 µM; 1.3% of 330,000 active;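 active means growth inhibition of the mutant yeast at or above 50%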;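 further: temperature-sensitive mutant grown at 25 °C; plate controls were DMSO-treated mutant yeast for no effect and medium wells lacking yeast for full effect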
Starred values were filed as active, the others as inactive.

SMILES	UPR CHOP act	APJ antag	697 NFkB inh	APJ ag	Jurkat NFkB inh	tim23-1 inh	Mdm2-MdmX inh	XBP1 UPR activ
NC(N)=NS(=O)(=O)c1ccc(N/C=C\C(=O)c2ccncc2)cc1	-0.9	-13	6	1	-16	13	-30	-1
O=C(c1ccc(O)cc1)c1ccc(Cl)cc1	0.6	-4	5	-6	-18	39	10	3
Cc1ccc(/C=C/C(=O)OCC(=O)NCCN2C(=O)CSC2=O)cc1	2.2	9	-2	-4	1	13	13	-5
CCOC(=O)CSc1nnc(CNc2ccccc2Cl)n1-c1ccccc1	1.1	5	-16	-5	-11	24	12	1
CC(=O)Nc1ccc(SC[C@H](Cc2ccccc2)N2CC[C@@H](O)CCC2=O)cc1	0.7	5	2	0	21	20	-15	1
O=C(c1ccc(F)cc1)C(C(=O)N1CCCCC1)n1ccccc1=O (configuration not stated)	-2.1	10	3	-3	6	12	12	-2
COc1ccc2ccccc2c1/C=N/NC(=O)c1cccc(C)c1	0.9	16	2	-3	-4	26	4	0
C[C@@H]1CN(C(=O)c2nc3ccc(Cl)cn3c2CNCC[C@@H]2C[C@@H]3C=C[C@H]2C3)C[C@H](C)O1	9.1	-1	1	-5	6	6	-4	0

Next section (4 carried over from the part before).
SMILES	UPR CHOP act	APJ antag	697 NFkB inh	APJ ag	Jurkat NFkB inh	tim23-1 inh	Mdm2-MdmX inh	XBP1 UPR activ
CC(=O)Nc1ccc(SC[C@H](Cc2ccccc2)N2CC[C@@H](O)CCC2=O)cc1	0.7	5	2	0	21	20	-15	1
O=C(c1ccc(F)cc1)C(C(=O)N1CCCCC1)n1ccccc1=O (configuration not stated)	-2.1	10	3	-3	6	12	12	-2
COc1ccc2ccccc2c1/C=N/NC(=O)c1cccc(C)c1	0.9	16	2	-3	-4	26	4	0
C[C@@H]1CN(C(=O)c2nc3ccc(Cl)cn3c2CNCC[C@@H]2C[C@@H]3C=C[C@H]2C3)C[C@H](C)O1	9.1	-1	1	-5	6	6	-4	0
OC(c1ccc(Cl)cc1)c1nccc2ccccc12 (configuration not stated)	1.7	6	7	-1	-8	22	8	0
CCCC(=O)Nc1c(-c2cccc(OC)c2)c(=O)c2ccccc2n1C	-0.5	-1	-9	0	-2	18	-69	-9
Cc1ccc(Cn2ncc3c(NCCCN(C)C)ncnc32)cc1	-1.8	7	7	-2	-21	6	0	-2
CC(=O)NCCn1ccc2ccccc21	-2.7	-15	1	2	-2	7	1	-4
Cc1cccc(NC(=O)c2cc[n+]([O-])cc2)c1C	-2.5	4	-3	-4	-20	16	20	-2
Cc1nn(-c2ccccc2)c(C)c1NC(=O)COC(=O)c1ccc(O)cc1O	1.3	8	-3	10	3	3	29	-4
c1ccc(-c2ccccc2OCCCN2CCOCC2)cc1	1.8	10	-3	-1	-4	-4	24	-1
CSCCC(=O)N1CCCC(N2CCN(c3cccc(C(F)(F)F)c3)CC2)C1 (configuration not stated)	1.2	21	2	-1	4	3	4	-5

Five entries already listed, sorted by the value under 697 NFkB inh, descending.
Compound	APJ antag	697 NFkB inh	APJ ag	Jurkat NFkB inh	Mdm2-MdmX inh	XBP1 UPR activ
Cc1ccc(Cn2ncc3c(NCCCN(C)C)ncnc32)cc1	7	7	-2	-21	0	-2
CSCCC(=O)N1CCCC(N2CCN(c3cccc(C(F)(F)F)c3)CC2)C1 (configuration not stated)	21	2	-1	4	4	-5
CC(=O)NCCn1ccc2ccccc21	-15	1	2	-2	1	-4
Cc1cccc(NC(=O)c2cc[n+]([O-])cc2)c1C	4	-3	-4	-20	20	-2
CCCC(=O)Nc1c(-c2cccc(OC)c2)c(=O)c2ccccc2n1C	-1	-9	0	-2	-69	-9

Later entries.
SMILES	UPR CHOP act	APJ antag	697 NFkB inh	APJ ag	Jurkat NFkB inh	tim23-1 inh	Mdm2-MdmX inh	XBP1 UPR activ
CC1CCC2(CC1)NC(=O)N(CC(=O)Nc1cccc(C#N)c1)C2=O (configuration not stated)	-1.6	6	13	-2	-8	6	-4	-1
O=C(CSC1=NCCS1)Nc1ccccc1F	1.1	7	10	-1	-25	9	-3	-2
CCOc1ccc(N/C=C/C(=O)c2ccccc2)c([N+](=O)[O-])c1	-6.9	8	-328	3	-111	57*	3	-3
CCOC(=O)N1CCN(C(=O)c2cccc(OC)c2OC)CC1	0.0	11	23	-3	2	0	26	1
Cc1cc(NC(=O)NC2CC(=O)N(c3ccc4c(c3)OCCO4)C2)no1 (configuration not stated)	0.8	7	-10	1	22	2	5	-3
CCc1nnc(NC(=O)CCC(=O)N2CCN(c3cccc(Cl)c3)CC2)s1	4.9	-48	17	-6	7	9	5	-1
CC(=O)/C(N=Nc1c(C)n(C)n(-c2ccccc2)c1=O)=C(\C)O	-0.3	-9	-19	-4	-24	-4	5	-1
CCOC(=O)c1ccc(NC2OC(=O)c3ccccc32)cc1 (configuration not stated)	0.1	1	8	3	-13	20	21	-3
COc1ccc(/C=C2/SC(=S)N(n3c(C)ccc3C)C2=O)cc1	0.6	6	-27	2	-8	16	4	-3
CC(=O)Nc1ccc(-c2nn[nH]n2)cc1	-0.6	-9	-14	-1	1	7	2	-1
CCOC(=O)C1CCN(S(=O)(=O)c2ccc3c(c2)CCN3C(C)=O)CC1	0.5	4	-5	20	27	29	23	-3
O=C(NCC(c1cccs1)N1CCOCC1)c1cnc(Cl)c(Cl)c1 (configuration not stated)	1.8	-6	9	-3	11	4	0	-3
O=C(CCOc1ccccc1)Nc1ccc([N+](=O)[O-])cc1	0.0	7	19	-5	2	-3	-3	-2
C[C@@H](C(=O)NC1CCCC1)N1C(=O)N2CCc3c([nH]c4ccccc34)[C@@]2(C)C1=O	-2.5	-81	-32	4	-15	8	-4	-3
CCC(=O)N1CCN(c2ccc(NC(=O)c3cccs3)cc2)CC1	1.6	18	2	-3	-9	-7	7	3
COc1ccc(OCCCC(=O)OCC(=O)Nc2sccc2C(N)=O)cc1	-2.2	8	5	1	8	-4	18	3
O=C(Nc1ccccc1NC(=O)c1c(F)c(F)c(F)c(F)c1F)c1c(F)c(F)c(F)c(F)c1F	1.8	-35	2	5	-1	3	54*	-1
COc1cc(OC)c(NC(=O)c2sc3ncn(CC(=O)N4CCOCC4)c(=O)c3c2C)cc1Cl	1.8	32	-2	-2	0	6	-3	1
C=CCN(CC=C)C(=O)c1ccc(OC2CCN(C(C)=O)CC2)c(OC)c1	1.0	-1	-15	-3	1	10	6	0
Cc1sc2nc(SCC(=O)Nc3ccc(S(=O)(=O)NCCCC(=O)O)cc3)[nH]c(=O)c2c1C	0.0	11	2	-1	19	6	-41	0
CC1C=CCC2C(=O)N(c3cccc(C(=O)N4CCN(c5ccc(F)cc5)CC4)c3)C(=O)C12 (configuration not stated)	-0.3	3	7	-5	11	13	8	-3
CCc1nnc(NC(=O)CSC(=S)N2CCOCC2)s1	1.8	19	2	-2	12	-11	9	1
Cc1ccc(N(Cc2ccccc2)C(=O)c2ccc(C)c(S(=O)(=O)N3CCOCC3)c2)cc1	1.3	-15	5	-3	-2	37	23	-3
Cc1ccc(NC(=O)Nc2cc(C)on2)cc1	5.4	-9	-49	3	-48	6	-13	4
Cc1ccc(-c2csc3ncnc(SCC(=O)NCC4CCCO4)c23)cc1 (configuration not stated)	-0.5	18	-4	-2	4	31	0	-1
O=C(NC1CCN(C(=O)N2c3ccccc3Sc3ccccc32)CC1)c1ccccc1Cl	0.4	6	-9	6	7	-2	32	-6
Cc1cccc(OCc2nnc(SCC(=O)N(c3ccccc3)C3CCS(=O)(=O)C3)o2)c1 (configuration not stated)	-0.5	-24	13	-1	21	20	-14	-2
O=C(CCCNC(=O)/C(=C/c1ccccc1F)NC(=O)c1ccccc1)OCc1ccccc1	1.2	-4	19	1	-3	18	19	1
Cc1cccc(NC(=O)Cn2nc(-c3ccco3)ccc2=O)c1C	2.3	12	9	-3	-13	13	17	0
CCc1ccc(OCC(=O)NC2CCCCC2)c(Br)c1	7.8	16	-164	2	-126	38	-159	2
O=C(C[n+]1cccc(C(=O)Nc2ccccc2)c1)c1ccc([N+](=O)[O-])cc1	1.4	-14	-19	0	-29	8	-5	-5
CCN(C(=O)Cn1c(=O)oc2ccccc21)c1c(N)n(Cc2ccccc2)c(=O)[nH]c1=O	0.4	-62	-17	-2	1	0	-22	1
CCOc1ccc(CN2CCN(CC(O)Cn3c4ccccc4c4ccccc43)CC2)cc1 (configuration not stated)	4.5	1	2	-3	0	-23	89*	10
CCCNC(=O)c1onc(CS(=O)(=O)c2cccc(OC)c2)c1C(=O)NCCC	-0.6	-18	-5	-2	-23	25	29	-2
CCc1sc(C(=O)N2CCN(S(C)(=O)=O)CC2)cc1Br	-0.2	0	17	3	5	24	8	0
CC1=NC(=O)C(N=Nc2ccccc2)N1c1ccccc1 (configuration not stated)	3.8	10	-123	-2	-110	-9	-253	3
CC1CC(=S)Nc2ccccc2N1C(=O)Nc1ccccc1 (configuration not stated)	0.0	-6	7	-1	1	-2	-8	-3
Cc1ccc(CNC(=O)CN2C(=O)NC(C)(c3ccc(Cl)cc3)C2=O)cc1 (configuration not stated)	-0.5	-4	15	-2	-5	13	17	0
CCn1c(CN2CCOCC2)nnc1SCC(=O)Nc1ccccc1C	-1.2	5	-7	5	2	13	4	-2
Cc1nc(NC(=O)CSc2nc3cccnc3n2C2CCCCC2)sc1C	15	18	-37	-1	-5	0	57*	19
CCOC(=O)c1cc(OC(=O)c2cccs2)n(-c2ccccc2)n1	0.5	1	5	-2	6	10	6	0
COc1cc(SC)ccc1C(=O)Nc1ccc(C)cc1C	6.1	7	-112	-3	-153	15	-243	4
CCCn1c(N)c(C(=O)CSc2nc(N)cc(=O)[nH]2)c(=O)n(C)c1=O	-0.2	-6	19	-2	16	-7	1	-1
Cc1ccc(S(=O)(=O)N/N=C(\c2ccccc2)c2cccnc2)cc1	-1.9	-3	25	-1	3	27	2	-5
CCc1[nH]c(=S)c(C#N)c(-c2ccccc2)c1C(=O)OC	-0.6	-2	21	4	11	31	-4	0

The order is random (roughly 5% active in at least one column).
